Source: PubChem BioAssay
GLD-1 RNA inh = GLD-1-TGE RNA interaction inhibition (C. elegans) | AID 2280 | purified GLD-1 + fluorescein TGE RNA, fluorescence polarization | actives 0.44% (n = 320,000) | inhibition, % at 5.96 µM;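 active means percent inhibition above a per-plate cutoff, the plate mean of test compounds plus 3 SD, cut at about 30% in these data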;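 further: 0% = DMSO wells with GLD-1 and probe and 100% = wells lacking GLD-1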
Target sequence (Q17339 whole entry, looked up): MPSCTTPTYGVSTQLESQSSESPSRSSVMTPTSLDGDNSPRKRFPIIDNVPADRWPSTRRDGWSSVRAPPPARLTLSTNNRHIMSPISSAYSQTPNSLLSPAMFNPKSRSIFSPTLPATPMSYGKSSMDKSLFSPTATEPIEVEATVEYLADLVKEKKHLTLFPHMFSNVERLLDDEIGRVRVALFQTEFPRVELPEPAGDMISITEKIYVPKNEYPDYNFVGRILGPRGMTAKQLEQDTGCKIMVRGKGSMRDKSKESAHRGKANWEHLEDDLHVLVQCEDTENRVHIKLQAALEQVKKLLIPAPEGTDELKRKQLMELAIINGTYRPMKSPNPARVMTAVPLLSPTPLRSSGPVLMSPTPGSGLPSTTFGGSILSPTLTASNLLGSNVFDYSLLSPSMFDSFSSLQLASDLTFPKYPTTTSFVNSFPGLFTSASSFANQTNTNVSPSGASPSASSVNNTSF
MEX-5 binding = C. elegans MEX-5 TCR-2 RNA binding activity; Q9XUB2; MEX-5/FITC-TCR2 RNA binding, fluorescence polarization; hits give low values; activity score (negative = inhibition of binding), % at 10 µM; actives 0.38% (n = 300,000); AID 1832;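 active means inhibition past about -25% in most replicates, and total fluorescence under double the plate's negative control median, limit read from the data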;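 further: 0% = DMSO and -100% = 5 µM competing unlabeled TCR2 RNA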
PAD4 FP inh = PAD4 (human) enzyme inhibition; Q9UM07; recombinant PAD4, RCA probe fluorescence polarization; inhibition, % at 6.36 µM; actives 0.41% (n = 330,000); AID 485272;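 active means percent inhibition above a cutoff equal to the mean of all tested compounds plus 3 SD, cut at about 15% in these data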;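 further: 0% = PAD4 with RCA probe and DMSO and 100% = probe without PAD4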
PME-1 inh = blocks human protein phosphatase methylesterase 1; actives 0.53% (n = 320,000); recombinant PME-1, FP-Rh probe fluorescence polarization; Q9Y570; inhibition, % at 5.9 µM;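 active means inhibition above the campaign mean of all compounds plus 3 SD, cut at about 26% in these data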;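 further: competitive labeling of PME-1 active site by serine hydrolase directed probe; 0% = PME-1 with DMSO and 100% = wells lacking PME-1 enzyme; inhibitors block probe labeling so polarization falls and inhibition rises; many of its hits are not listed in these tables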
Target sequence (Q9Y570 whole entry, looked up): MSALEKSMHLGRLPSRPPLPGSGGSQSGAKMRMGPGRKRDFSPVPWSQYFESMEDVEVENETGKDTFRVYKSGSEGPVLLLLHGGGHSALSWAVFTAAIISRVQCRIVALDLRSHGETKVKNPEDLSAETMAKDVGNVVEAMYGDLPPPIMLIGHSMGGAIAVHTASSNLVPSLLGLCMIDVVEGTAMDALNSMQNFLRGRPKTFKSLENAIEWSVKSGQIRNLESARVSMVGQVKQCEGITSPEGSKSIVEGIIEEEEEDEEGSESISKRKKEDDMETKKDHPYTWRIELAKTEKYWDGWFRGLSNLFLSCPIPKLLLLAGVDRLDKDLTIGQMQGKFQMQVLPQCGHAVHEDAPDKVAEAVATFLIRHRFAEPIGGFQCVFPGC
TPT1 inhibitor = blocks Candida albicans tRNA 2'-phosphotransferase | inhibition, % at 5 µM | actives 0.81% (n = 300,000) | AID 1962 | recombinant caTPT1, FP RNA substrate dephosphorylation;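 active means inhibition above the mean of all tested compounds plus 3 SD, set per screening campaign, cut at about 24% in these data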;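 further: plate controls were DMSO alone for no effect and ferristatin control at 100 nM for full effect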
MCL1 BIM primary = disrupts human MCL1 binding to BIM-BH3 peptide | Q07820 | GST-MCL1 / FITC-Bim-BH3 fluorescence polarization | inhibition, % at 10.9 µM | actives 0.68% (n = 320,000) | AID 2057;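 active means inhibition above the mean inhibition of all tested compounds plus 3 SD, set per campaign, cut at about 40% in these data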;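 further: 0% = DMSO wells and 100% = unlabeled Bim-BH3 peptide control; higher means more loss of mP so more displacement of Bim peptide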
Fam108B inh = blocks mouse Fam108B hydrolase in RBBP9 counter-screen; recombinant Fam108B, FP-Rh probe fluorescence polarization; inhibition, % at 9.51 µM; actives 0.33% (n = 300,000); AID 1947;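 active means inhibition above the screen mean inhibition plus 3 SD, computed separately per campaign, cut at about 18% in these data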;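 further: inhibitors lower polarization as less probe binds the enzyme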
GSTO1 inh = GSTO1 inhibition, counter-screen for RBBP9 inhibitors. actives 1.1% (n = 300,000). inhibition, % at 5.96 µM. P78417. recombinant GSTO1, activity-based probe fluorescence polarization. AID 1974;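 active means inhibition above the campaign mean inhibition plus 3 SD, cut at about 35% in these data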;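 further: 0% = GSTO1-1 with DMSO and 100% = wells lacking GSTO1-1 enzyme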
Bcl-xL primary = inhibitors of human Bcl-xL; Q07817; GST-Bcl-xL / FITC-Bim BH3 peptide fluorescence polarization; inhibition, % at 10.9 µM; actives 0.7% (n = 320,000); AID 2129;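 active means inhibition above the mean of all tested compounds plus 3 SD, cutoff set per campaign, cut at about 30% in these data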;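 further: 0% = DMSO wells and 100% = unlabeled Bim-BH3 peptide competitor; inhibitors lower millipolarization by displacing the labeled peptide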
Target sequence (Q07817 whole entry, looked up): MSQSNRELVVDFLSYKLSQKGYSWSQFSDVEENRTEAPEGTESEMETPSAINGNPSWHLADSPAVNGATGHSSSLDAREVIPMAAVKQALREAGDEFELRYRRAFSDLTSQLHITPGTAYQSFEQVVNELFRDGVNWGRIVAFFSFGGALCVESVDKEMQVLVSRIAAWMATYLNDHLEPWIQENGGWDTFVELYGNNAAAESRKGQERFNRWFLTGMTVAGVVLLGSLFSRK
Active calls of the source: *; . = not tested or not shown. The list is partial, so the mix of outcomes need not match the whole.

Sample of the layout:
Values run as follows: Bcl-xL primary	MEX-5 binding	MCL1 BIM primary	TPT1 inhibitor	Fam108B inh	PAD4 FP inh	GLD-1 RNA inh	PME-1 inh	GSTO1 inh
CCN(c1ccccc1)S(=O)(=O)c1ccc(C(=O)N(CCCN(C)C)c2nc3cc4c(cc3s2)OCO4)cc1
    3	-1.4	3	0	5	1	-4	1	3
N#C/C(=C\c1cccs1)C(=O)c1ccccc1Cl
    2	-0.5	-10	9	-6	-8	-6	-7	22

The list itself, from the first entry:
Values run as follows: Bcl-xL primary	MEX-5 binding	MCL1 BIM primary	TPT1 inhibitor	Fam108B inh	PAD4 FP inh	GLD-1 RNA inh	PME-1 inh	GSTO1 inh
CCN(c1ccccc1)S(=O)(=O)c1ccc(C(=O)N(CCCN(C)C)c2nc3cc4c(cc3s2)OCO4)cc1
    3	-1.4	3	0	5	1	-4	1	3
N#C/C(=C\c1cccs1)C(=O)c1ccccc1Cl
    2	-0.5	-10	9	-6	-8	-6	-7	22
COC(=O)C1=CN(C(C)C)C=C(C(=O)OC)C1c1cc2c(cc1Br)OCO2
    -2	-0.3	-3	1	-1	-1	4	-4	14
CC(=O)Oc1ccccc1N1C(=O)c2ccc(C(=O)O)cc2C1=O
    -2	3.5	-9	4	2	-1	-5	6	9
Cc1ccc(-c2n[nH]c(=S)n2/N=C/c2cc3c(cc2[N+](=O)[O-])OCO3)cc1
    -24	0.4	-21	-1	1	2	9	2	0
O=C(NC(=S)NC1CCCc2ccccc21)c1ccc(F)cc1 (configuration not stated)
    7	-1.5	13	6	-3	-2	3	1	-10
COc1ccc(N2CCN(C(=O)c3ccc(NC(=O)C4=CSCCO4)cc3)CC2)cc1
    3	-1.7	6	-6	1	6	1	5	-4
CC(=O)Nc1cc(NC(C)=O)c(N=Nc2ccccc2)cc1C
    -4	0.2	-2	3	-3	1	-6	2	-1
CC(C)Cc1ccc(/C=C/C(=O)N2CCCCC2)cc1
    -2	-1.0	0	2	3	-2	8	-4	8
CCc1ccc(OCCCC(=O)Nc2ccc(S(=O)(=O)Nc3cc(C)nc(C)n3)cc2)cc1
    7	2.5	3	-4	-4	4	-1	-6	2
O=C(NN1C(=O)/C(=C/c2cccnc2)SC1=S)C(c1ccccc1)c1ccccc1
    -5	1.3	-4	4	3	-21	6	-5	-5
CN(Cc1nc(-c2ccccc2)no1)C(=O)c1ccco1
    4	1.3	2	2	-3	-3	0	2	8
CCCc1cc(C(=O)Nc2cc(OC)ccc2OC)cs1
    -8	1.1	-8	0	-1	-1	3	2	7
Cc1ccc(N(CC(=O)NCc2ccc(F)cc2)S(=O)(=O)c2c(C)nn(C)c2C)cc1
    4	-0.4	6	-2	3	-5	4	-1	4
S=c1oc(-c2ccncc2)nn1CCc1ccncc1
    0	0.7	1	-2	-3	-1	-1	0	0
CN(c1ccc(F)cc1)S(=O)(=O)c1ccc(Cl)c(C(=O)OCC(=O)NCc2ccco2)c1
    0	1.5	-1	2	-4	-5	2	-3	1
COc1ccc2cc(C3(C)NC(=O)N(CC(=O)NCC(F)(F)F)C3=O)ccc2c1 (configuration not stated)
    2	1.3	7	-4	-2	-3	-4	0	-3
CCNC(=O)NC(C(=O)OC)C12CC3CC(CC(C3)C1)C2 (configuration not stated)
    -3	-0.2	-2	-1	-5	0	-3	0	2
Oc1ccc(CN2CCCCC2)c2cccnc12
    6	-4.0	4	-1	6	-2	2	1	3
C/C(Cl)=C\CNC(C)c1ccccc1 (configuration not stated)
    -1	0.6	2	-1	2	-2	1	5	4
O=C(COC(=O)COc1ccc(Cl)cc1Cl)NC1CCCCCC1
    2	.	-2	.	.	-1	2	6	.
Cc1cc(C(=O)OCC(=O)NC(C)C)c2ccccc2n1
    6	-3.3	5	0	10	2	-14	4	4
O=C(COC(=O)/C=C/c1ccc(Cl)c(Cl)c1)NC1CCCC1
    2	.	3	.	.	1	4	-7	.
CN1C(C(=O)Nc2ccc(C(=O)O)cc2)=C(O)c2ccccc2S1(=O)=O
    4	.	-5	.	.	0	-1	-1	.
COc1ccc(C2NC(=S)NC(C)=C2C(=O)N2CCOCC2)cc1 (configuration not stated)
    -1	1.6	-3	2	-9	-7	-5	-2	1
CNC(=S)NNC(=O)c1ccccc1Cl
    0	-4.8	-2	2	4	5	1	-2	4
Cc1cccc(N=C/C(C(=O)C(F)(F)F)=C(\O)c2ccco2)c1
    6	1.1	2	4	1	-7	-11	4	0
O=C(Cn1c2ccc(F)cc2c2nc3n(c(=O)c21)CCS3)NCC1CCCO1 (configuration not stated)
    1	-0.4	2	-1	-1	2	13	-7	-2
Fc1ccc(-c2cnc(-c3cccs3)o2)cc1
    3	1.9	6	-2	1	-3	3	-5	-3
CSCC[C@@H](CO)NC(=O)c1ccc2nc(C3CCCCC3)oc2c1
    4	-1.8	4	2	0	-4	7	1	3
O=C1NC(=O)/C(=C\c2ccccc2OCc2ccccc2)S1
    6	0.0	-1	0	-6	-3	4	-8	-8
CCn1c(=O)c2sccc2n2c(CCCC(=O)NCc3cccnc3)nnc12
    -2	1.7	3	2	-1	8	0	1	2
O=C(CN1CCN(C(=O)N2CCOCC2)CC1)Nc1cc(Cl)ccc1Cl
    7	-0.6	7	1	0	-4	-3	-5	1
Cc1nc(-c2ccccc2)sc1C(=O)CSc1ccc(F)cc1
    2	-4.3	5	5	-6	3	-3	0	-8
COCCNc1c2c(nc3ccccc13)CCC2
    6	-3.0	3	1	-3	1	-6	3	-2
CC(Oc1ccccc1)c1nnc(N)s1 (configuration not stated)
    0	2.0	1	1	-2	0	-5	0	2
Cc1c(-n2cc(C(=O)O)c(=O)c3cc(F)c(N4CCCC4)c(F)c32)c(=O)n(-c2ccccc2)n1C
    1	0.7	2	1	2	-4	3	0	1
Cc1ccc(-n2c(SCC(N)=O)nc3c(c2=O)C2(CCCC2)Cc2ccccc2-3)cc1
    3	0.8	5	-3	-4	-3	4	-6	-7
Cc1cc(C(=O)COC(=O)CCCN2C(=O)c3ccccc3C2=O)c(C)n1C
    2	0.5	6	-1	-1	-3	0	-3	7
CCCNC(=O)NS(=O)(=O)c1cnccc1Sc1ccc(Cl)cc1
    5	2.5	4	-9	6	-3	-5	3	2
O=C(Nc1ccc(F)cc1)C(c1ccccc1)N1CCN(S(=O)(=O)c2c(F)cccc2F)CC1 (configuration not stated)
    0	3.2	-8	-3	-7	1	1	-7	-3
COc1ccc(CC(=O)NC(=S)Nc2cccc(C)c2)cc1
    3	-1.4	3	1	0	-3	7	-2	1
CCOC(=O)c1ccccc1NC(=O)C1COc2ccccc2O1 (configuration not stated)
    0	1.9	3	-4	5	2	-2	0	3
CC(C)CCN(C(=O)CCCSc1nc2ccccc2[nH]1)c1c(N)n(Cc2ccccc2)c(=O)[nH]c1=O
    26	-14	27	-8	0	-1	47*	0	2
CCCCNC(=S)NNC(=O)c1ccc(Br)o1
    -5	-2.4	-5	-1	2	2	0	-8	-8
CCOC(=O)C(=CNc1ccccc1C)C(=O)OCC
    4	1.0	3	1	3	2	3	-5	-3
O=C(NCc1ccccc1)NC1(C(=O)N2CCN(c3ccccc3)CC2)CCCCC1
    3	0.3	0	-3	6	0	1	0	-8
COc1ccc(CCNC(=O)CN2C(=O)COc3ccc(S(=O)(=O)N4CCCC4)cc32)cc1OC
    3	-1.5	-3	2	-4	-7	-3	1	-3
COc1ccc(Nc2nnc(Cc3ccc(Cl)cc3)c(=O)[nH]2)c(OC)c1
    1	1.6	4	-3	0	-4	3	1	-4
O=C(CSc1nnc2c(n1)[nH]c1ccccc12)OCc1ccccc1
    5	0.5	1	2	-4	-4	1	-5	-4

(cont.)
Values run as follows: Bcl-xL primary	MEX-5 binding	MCL1 BIM primary	TPT1 inhibitor	Fam108B inh	PAD4 FP inh	GLD-1 RNA inh	PME-1 inh	GSTO1 inh
CC(C)CC(=O)Nc1ccnc(-c2ccncc2)n1
    4	0.8	12	1	0	-3	2	2	6
COc1ccc(NC(=O)Cc2ccc(Cl)cc2)cc1NC(=O)c1ccco1
    4	-1.3	4	0	0	-3	-7	3	1
COc1ccc(OCC(=O)O/N=C(\N)Cc2cccs2)cc1
    -5	3.1	-1	0	6	3	-4	2	-1
COc1ccc(N2CCN(C(C)=C3C(=O)c4ccccc4C3=O)CC2)cc1
    13	-1.7	4	0	-5	-11	-2	-7	3
COc1ccccc1-c1cc(C(=O)N2CCN(c3ccccc3)CC2)no1
    5	-0.5	0	-3	-3	-2	7	-3	-5
Cc1ccccc1NC(=O)C(=O)NCCc1c[nH]c2ccccc12
    -4	-2.2	-5	0	-3	-1	6	8	-4
CCOC(=O)c1c(C)oc2c1c(CN1CCN(C(=O)OCC)CC1)c(O)c1ccccc12
    14	.	22	-3	7	-2	-2	11	14
COc1ccc(OCc2nnnn2-c2ccccc2)cc1
    -1	1.9	4	-1	4	2	-6	1	1
CC(C(=O)O)n1ncc2ccccc2c1=O (configuration not stated)
    7	-1.3	6	0	2	0	2	-2	-4
COc1ccc(-c2cc(C(=O)NC3CCCC3)c3ccccc3n2)cc1
    3	0.0	0	2	-7	0	7	-2	-4
CCn1ncc([C@@H]2C[C@H]3CN(Cc4cccc(Cl)c4)C(=O)[C@]34CCCN24)c1C
    -1	3.7	-8	15	2	-4	-10	2	3
Cc1ccc(NC(=O)C2CC(=O)Nc3nc4ccccc4n32)c(C)c1 (configuration not stated)
    -5	4.1	-9	11	0	-7	-2	-2	-9
COC(=O)C1=C(C)N(C2CCCC2)C(=O)C1(NC(C)=O)C(F)(F)F (configuration not stated)
    4	2.9	7	-4	-7	-1	0	4	-11
Cc1ccc(S(=O)(=O)N2CCN(Cc3nc4sc(C)c(C)c4c(=O)[nH]3)CC2)cc1
    -3	-0.2	1	-2	3	-1	1	-8	-5
O=C1CCCC2=C1C(c1ccccc1O)C1=C(CCCC1=O)O2
    1	-3.1	0	0	1	-1	3	2	3
C/C(=N/NC(=O)CNC(=O)Cc1ccc(Cl)cc1)c1ccco1
    3	1.1	2	-2	-2	2	5	-5	8
CCS(=O)(=O)C1=NN2C(=N)/C(=C\c3ccc(OC(=O)c4ccco4)cc3)C(=O)N=C2S1
    -1	-0.1	-3	2	-4	-1	-4	-5	-8
O=C(Cn1c(NCCO)nc2ccccc21)c1ccco1
    6	3.4	2	-2	2	-2	-6	0	0
Cc1ccccc1NC(=O)N1CCC(C(=O)c2ccc(F)cc2)CC1
    4	0.3	1	-3	-3	-3	1	3	-8
CCN1CCN(C(=O)c2ccc(Cl)c(S(=O)(=O)N(C)c3ccccc3)c2)CC1
    1	.	1	.	.	-1	4	-5	.
COc1ccc(CN2C(=O)c3ccccc3C2C(=O)NCCc2ccccc2)c(OC)c1 (configuration not stated)
    1	-1.5	-4	1	1	-6	-3	1	-7
Cc1ccc(NC(=O)C(OC(=O)c2cc(C)oc2C)c2ccccc2)cc1 (configuration not stated)
    -3	0.0	-7	-3	-13	0	4	4	4
Cc1ccc(S(=O)(=O)N2CCOCC2)s1
    3	2.6	1	2	4	-4	-2	2	6
O=C(CCC(=O)c1cccs1)NNC(=O)c1cccc(Cl)c1
    1	0.1	5	1	2	-2	-5	6	0
O=C(O/N=C\c1ccc(N2CCOCC2)c([N+](=O)[O-])c1)c1ccccc1Cl
    0	-1.7	-4	-6	3	2	4	-1	-1
